Cardio protect = modulators protecting cardiomyocytes from myocardial damage. H9c2 cardiomyocytes, H2O2 injury protection, ATPLite, 2 h. AID 588492. 360,000 compounds, 0.63% hits. protection from H2O2 cell death, % at 20 µM;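 active means compounds giving at least 50% protection of heart cells from peroxide-induced death in the single-dose screen, raw or plate-pattern-corrected value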;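 further: 0% = DMSO wells with peroxide and 100% = DMSO wells without peroxide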
CaV13 ICDI inh = Disruptors of the CACNA1D IQ motif to Ca2+-dependent inactivation inhibitor domain association, primary screening, Förster resonance energy transfer in intact living …. inhibition, % at 12.3 µM. 340,000 compounds, 0.098% hits. HEK cells, CFP/YFP FRET ICDI-IQ, plate reader, 10 min; percent FRET-ratio fall versus neutral wells;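 active means mean replicate inhibition of at least 30% and at least 1% of replicates passing that level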;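 further: 0% = median of the neutral control wells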
HTR2A ag = activates the mouse 5-HT2A serotonin receptor. 360,000 compounds, 0.66% hits. P35363. CHO-K1 mHTR2A beta-arrestin complementation, luminescence; percent of 30 µM serotonin response. activation, % at 7.6 µM. AID 624169;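 active means activation above a run cutoff, the mean activation of all tested compounds plus 3 SD, cut at about 14% in these data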;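 further: 0% = plate median of compound wells and 100% = 30 µM serotonin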
ABHD5 PLIN5 PPI = inhibitors of human ABHD5-perilipin-5 interaction. Split G. princeps luciferase complementation, luminescence, 4 h. inhibition, % at 4 µM. 360,000 compounds, 0.78% hits. AID 602281;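 active means inhibition above the mean inhibition across every tested compound plus 3 SD, cut at about 22% in these data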;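 further: 0% = DMSO only wells and the 100% control is not disclosed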
Granule exo inh = blocks lytic granule exocytosis; TALL-104 LAMP-1 surface exposure, flow cytometry; cells stimulated with thapsigargin and PMA; 360,000 compounds, 0.66% hits; inhibition, % at 10 µM;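 active means inhibition above about 55%, limit read from the data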
ABCB6 inh MLPCN = human ABCB6 transporter inhibition | Q9NP58 | K562-ABCB6 porphyrin accumulation, flow cytometry, 1 h; stronger effect = lower value | fluorescence ratio to DMSO, % at 10 µM | 360,000 compounds, 0.19% hits | AID 602162;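 active means fluorescence ratio to DMSO below 75%, the collection mean minus 3 SD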;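 further: signal is porphyrin accumulated inside mitochondria; 100% equals median channel fluorescence of DMSO control wells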
PDI inh = blocks human protein disulfide isomerase activity. PDI insulin aggregation turbidity, A650, 90 min. P07237. 350,000 compounds, 0.052% hits. AID 588391. inhibition, % at 10 µM;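 active means mean inhibition across replicates of 30% or more, whatever share of single replicates reach that level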;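 further: absorbance from insulin aggregation driven by PDI reduction with DTT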
Target sequence (P07237 whole entry, looked up): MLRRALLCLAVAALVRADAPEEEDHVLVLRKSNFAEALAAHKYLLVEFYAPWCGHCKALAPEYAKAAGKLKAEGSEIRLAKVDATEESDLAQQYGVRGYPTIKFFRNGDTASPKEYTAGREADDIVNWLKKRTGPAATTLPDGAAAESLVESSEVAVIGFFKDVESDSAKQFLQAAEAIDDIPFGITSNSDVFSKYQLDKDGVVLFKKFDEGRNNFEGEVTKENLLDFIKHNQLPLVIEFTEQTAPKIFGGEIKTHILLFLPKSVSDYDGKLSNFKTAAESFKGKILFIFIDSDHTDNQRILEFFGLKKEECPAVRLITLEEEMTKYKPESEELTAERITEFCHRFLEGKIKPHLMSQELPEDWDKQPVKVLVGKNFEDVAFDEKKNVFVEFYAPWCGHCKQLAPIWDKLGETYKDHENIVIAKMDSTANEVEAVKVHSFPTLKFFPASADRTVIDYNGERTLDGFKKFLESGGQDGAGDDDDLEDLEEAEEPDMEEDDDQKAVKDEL
MC4R barr agon = activates human MC4R beta-arrestin recruitment | 360,000 compounds, 0.98% hits | U2OS MC4R beta-arrestin complementation, luminescence; percent of melanotan II response, DMSO zero | activation, % at 8.9 µM | P32245 | AID 540308;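 active means activation above a per-plate cutoff, the mean activation of sample wells on that plate plus 3 SD, cut at about 8% in these data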
Target sequence (P32245 whole entry, looked up): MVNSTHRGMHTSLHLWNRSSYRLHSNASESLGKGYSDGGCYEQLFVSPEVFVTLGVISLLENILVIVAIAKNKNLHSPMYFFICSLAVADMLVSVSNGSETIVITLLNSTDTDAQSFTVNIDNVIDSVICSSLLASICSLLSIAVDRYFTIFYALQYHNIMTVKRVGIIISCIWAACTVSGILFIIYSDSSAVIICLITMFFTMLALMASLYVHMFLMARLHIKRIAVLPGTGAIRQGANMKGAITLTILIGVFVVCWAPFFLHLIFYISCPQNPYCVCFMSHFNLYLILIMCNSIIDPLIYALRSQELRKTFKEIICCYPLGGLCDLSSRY
Glyco luc inh = N-linked glycosylation inhibition; AID 588692; reporter increase, % at 12.5 µM; 360,000 compounds, 0.23% hits; D54 ERlucT glycosylation luciferase reporter, 24 h; percent of 100 nM tunicamycin response;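 active means mean luciferase reporter signal, scaled so untreated is 0 and the glycosylation-blocking control 100, at or above a set limit in every replicate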;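 further: luciferase carries N-glycosylation sites so blocking glycosylation raises the light; 0% = median of neutral control wells and 100% = median of 100 nM tunicamycin wells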
MC4R antagonist = antagonists of human melanocortin 4 receptor (MC4R) | P32245 | MC4R-expressing cells, MTII-stimulated cAMP, LANCE TR-FRET | inhibition, % at 6.5 µM | 360,000 compounds, 0.48% hits | AID 540295;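 active means inhibition above its plate's cutoff, the mean of tested wells on that plate plus 3 SD, cut at about 29% in these data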;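 further: 0% = Melanotan II alone and 100% = Melanotan II plus saturating MCL0020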
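System – human MC4R-expressing U2OS cells · Also added – Melanotan II · Dosing – one concentration, 6.5 µM nominal · Timing – 30-min compound, 1-h challenge, 1-h detection, room temperature · Measured by – Eu-cAMP/anti-cAMP TR-FRET, emission 671 nm · Replicates – singlicate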
* marks the source's active call; other numbers are inactive results; x = not tested or not shown. The list is partial; the hit share may differ from the screen's.

SMILES	Cardio protect	CaV13 ICDI inh	HTR2A ag	ABHD5 PLIN5 PPI	Granule exo inh	ABCB6 inh MLPCN	PDI inh	MC4R barr agon	Glyco luc inh	MC4R antagonist
Oc1ccc(O)c2c1C1(Cl)C(Cl)=C(Cl)C2(Cl)C1(Cl)Cl	-9	-4	-5	-13	1	103	0	-3.1	0	12
Cn1cc([N+](=O)[O-])c(C(=O)Nc2ccc3c(C(F)(F)F)cc(=O)oc3c2)n1	22	-6	3	-3	0	94	-1	0.9	2	12
COc1ccc(NP2(=O)OCC(C)(N)CO2)cc1 (configuration not stated)	4	-9	1	0	-3	96	-1	-1.3	1	1
O=c1[nH]c(=O)n(CCC2=CCCCC2)c(O)c1/C=N/Nc1ccccc1	3	-4	5	-20	2	90	4	0.2	2	-3
CC1CCN(C(=O)C(C)Cl)CC1 (configuration not stated)	2	-2	0	-3	3	98	2	-2.8	0	3
CC12CN3CC(C)(CN(C1)C3c1ccncc1)C2=O (configuration not stated)	6	x	5	2	4	103	2	-1.4	-1	13
COc1cc(C(=O)OC2C[C@H]3CC[C@@H](C2)N3)ccc1O (some centres not stated)	7	-3	1	-5	1	114	2	0.3	-3	1
COc1ccc(-n2nnnc2C(C2CC2)N2CCC3(CC2)C(=O)NCN3c2ccccc2)cc1 (configuration not stated)	11	-7	-2	-1	0	93	x	x	1	x
Cc1ccc(S(=O)(=O)N(c2cc(Cl)c(O)c(Cl)c2)P(=O)(OC(C)C)OC(C)C)cc1	0	6	5	2	-7	95	-3	-4.8	3	13
CN1CCN(c2ccc([N+](=O)[O-])cc2Cl)CC1	2	3	-2	4	-1	100	2	0.1	1	-3
COC(=O)C1=C(c2ccc(OC)c(OC)c2)C[C@@H]2CC[C@H]1N2C(=O)NCCc1ccccc1	-1	-5	1	-7	-3	99	3	-1.2	2	4
Brc1ccc(Oc2cc(Br)c(Br)cc2Br)c(Br)c1	-2	x	7	7	4	99	x	-1.3	-5	5
CN1C(=O)N(C)C(=O)C2(Cc3ccccc3N3CCOCC32)C1=O (configuration not stated)	3	-4	2	-2	0	101	0	-1.9	0	3
CC(C)C12CN3CCN(CC(C3)C1O)C2 (configuration not stated)	7	x	2	2	1	103	-8	-0.6	2	3
O=C(C[N+]12CCC(CC1)C(OC(=O)c1ccccc1)C2)c1ccc([N+](=O)[O-])cc1 (configuration not stated)	-4	-4	3	-8	-4	93	0	1.0	13	-5
COc1cc(O)cc2c1C(=O)OC(C)CCCC(=O)CCC/C=C\2 (configuration not stated)	-2	-4	3	9	1	97	4	2.0	2	9
CNCC(=O)c1ccccc1	1	x	-3	4	-6	108	x	-1.5	-3	3
CN(CCc1ccccc1)Cc1c[nH]c2ccccc12	-13	-3	-7	-4	2	101	1	-2.3	-5	-4
COC(=O)[C@@H](N)CCCN=C(N)N[N+](=O)[O-]	3	-5	7	2	-1	97	3	-1.0	3	5
COC(=O)C1=C(c2ccc(F)cc2OCc2ccccc2)C[C@@H]2CC[C@H]1N2C(=O)NCc1ccco1	4	-12	-2	14	-2	98	-5	-2.1	-2	12
COc1cc2c(C(=O)N3CCN(C)CC3)c(C)n(C)c2cc1Br	11	x	-4	-2	-2	104	-11	-1.4	0	3
CCCNc1nc(OC)nc(N2CC3CC(C2)c2cccc(=O)n2C3)n1 (configuration not stated)	-5	-2	0	-4	-2	103	-5	0.0	0	-3
O=C(O)C1CSC(c2cccnc2)N1 (configuration not stated)	1	0	-5	-20	-2	209	0	0.4	2	-10
NC(Cc1ccc(Cl)cc1)c1csc(Nc2cnccn2)n1 (configuration not stated)	2	-6	-7	0	-1	93	-6	2.4	-1	1
COc1ccc(C(=O)NC(=S)N2C[C@H]3C[C@H](C2)c2cccc(=O)n2C3)cc1	5	x	4	-3	7	92	x	1.4	0	-1

4 records picked at random from the list so far, as already listed:
SMILES	Cardio protect	CaV13 ICDI inh	HTR2A ag	ABHD5 PLIN5 PPI	Granule exo inh	ABCB6 inh MLPCN	PDI inh	MC4R barr agon	Glyco luc inh	MC4R antagonist
Oc1ccc(O)c2c1C1(Cl)C(Cl)=C(Cl)C2(Cl)C1(Cl)Cl	-9	-4	-5	-13	1	103	0	-3.1	0	12
COc1cc(O)cc2c1C(=O)OC(C)CCCC(=O)CCC/C=C\2 (configuration not stated)	-2	-4	3	9	1	97	4	2.0	2	9
Cc1ccc(S(=O)(=O)N(c2cc(Cl)c(O)c(Cl)c2)P(=O)(OC(C)C)OC(C)C)cc1	0	6	5	2	-7	95	-3	-4.8	3	13
COC(=O)[C@@H](N)CCCN=C(N)N[N+](=O)[O-]	3	-5	7	2	-1	97	3	-1.0	3	5

The listing picks up with the 2 entries that preceded the break.
SMILES	Cardio protect	CaV13 ICDI inh	HTR2A ag	ABHD5 PLIN5 PPI	Granule exo inh	ABCB6 inh MLPCN	PDI inh	MC4R barr agon	Glyco luc inh	MC4R antagonist
NC(Cc1ccc(Cl)cc1)c1csc(Nc2cnccn2)n1 (configuration not stated)	2	-6	-7	0	-1	93	-6	2.4	-1	1
COc1ccc(C(=O)NC(=S)N2C[C@H]3C[C@H](C2)c2cccc(=O)n2C3)cc1	5	x	4	-3	7	92	x	1.4	0	-1
CC(C)(C)NC(=O)NC(=O)CN1CC=C(c2ccccc2)CC1	-2	-1	-6	-5	2	94	1	2.6	-1	9
Cc1ccc2nc(N3CCN(C)CC3)[nH]c2c1	0	-4	-1	11	-1	90	-5	-0.2	2	2
COC(=O)C1=C(c2ccc(Cl)c(C(F)(F)F)c2)C[C@@H]2CC[C@H]1N2C(=O)NCc1cc(C)oc1C(F)(F)F	-7	-5	11	-6	-1	96	1	1.0	-7	1
O=P(O)(Oc1ccccc1)c1ccccc1	3	-18	-2	-1	1	101	-2	1.5	1	8
O=c1[nH]c2ccccc2c(=O)n1-c1ccc(Cl)cc1Cl	4	-2	4	-3	-1	94	3	2.1	-1	12
[N-]=[N+]=NCc1cn2cccnc2n1	3	-4	4	-4	-2	99	9	-0.2	3	4
CC(=O)C1CCC2C3CCC4CC(O)CCC4(C)C3CCC12C (configuration not stated)	-16	-5	2	-1	-7	98	-10	4.2	0	-5
CCNC(=S)NCCC1=c2ccccc2=N/C1=C\c1c(O)n(C)c(=O)n(C)c1=O	3	-22	-6	-8	22	106	-3	-1.9	6	17
COCCCNC(=O)c1c(N)n(Cc2ccco2)c2nc3ccccc3nc12	15	-12	5	20	-3	104	8	-2.1	12	-26
CS(=O)(=O)c1ccc(C2=C(CNC(=O)c3cccs3)[C@H]3CC[C@@H](C2)N3CCOc2ccccc2)cc1	13	-6	12	1	2	94	3	-0.1	3	0
CC(C)=CCSc1nnc([C@@H](N)Cc2c[nH]c3ccccc23)o1	-5	-6	-2	-2	-1	93	18	2.7	1	-1
CC(C)c1ccc(C(c2c(O)c3ccccc3oc2=O)c2c(O)c3ccccc3oc2=O)cc1	-9	-16	4	-9	23	100	-25	1.5	0	13
NC(=O)CN1CCCC1=O	-4	-5	1	1	-4	104	0	-0.3	1	-2
O=P(Oc1ccccc1)(Oc1ccccc1)c1ccccc1	-12	-4	-4	-1	2	104	1	-0.2	-3	10
COCCNC(=O)c1c(NC(=O)c2ccco2)n(Cc2ccccc2)c2nc3ccccc3nc12	7	x	0	-12	-1	157	1	-3.0	1	11
CCOc1ccc(N=Cc2c(O)n(-c3cc(C)cc(C)c3)c(=O)[nH]c2=O)cc1	11	-5	3	1	2	95	1	-3.5	-2	4
O=C(O)C1C2CCC(O2)C1C(=O)Nc1ccc(Cl)cc1 (configuration not stated)	8	-4	1	6	-2	100	-8	-0.2	3	4
COc1ccc(-n2cnc3cc(C(=O)N4CCC5(CC4)OCCO5)ccc32)cc1	-4	-4	-3	-7	0	109	1	-1.1	17	-12
Cc1ccc([C@@H]2C[C@H]3[C@@H](CN2S(=O)(=O)c2ccc(Cl)cc2)C(=O)C[C@@H](c2ccccc2F)N3S(=O)(=O)c2ccc(C)cc2)cc1	-11	-6	8	0	-4	97	4	0.4	-4	0
CCOC(=O)CN1C(=O)C2(C(C#N)=C(N)Oc3ccccc32)C(C(=O)OC)=C1C (configuration not stated)	-6	1	-7	0	0	95	-2	-0.7	0	3
O=C(c1cc2ccccn2n1)N1CCC2(CC1)OCCO2	-1	-7	4	-1	-3	99	12	-1.4	2	6
Cc1ccc(OCCSC2=NN2c2cc(C)nc(N)n2)cc1	-4	-7	-1	-3	2	100	-6	-0.6	1	10
CO[C@H]1[C@@H](OC)CC(OC2OC(CO)C(O)C(O)C2O)/C(=C\C#N)[C@@H]1O (some centres not stated)	1	-16	4	1	4	95	5	-0.7	1	0
CCCCOCCCn1c(N)c(C(=O)OCCOC)c2nc3ccccc3nc21	-3	x	-6	-24	-5	97	-8	2.0	9	0
O=C(c1cccn2c(=O)c3cc(Cl)ccc3nc12)N1CCC2(CC1)OCCO2	2	-6	-1	3	3	95	-2	-2.6	0	5
CON(C)C(=O)Nc1ccc(Cl)cc1	-2	-4	0	-1	3	97	-5	-1.8	3	0
COc1cc(CN2CCN(C(=O)Cc3ccccc3)CC2)cc(OC)c1OC	8	-4	0	-3	19	99	-22	-1.1	3	-9
CCn1cc(C=C2C(=O)N(C)C(=O)N(C)C2=O)c2ccccc21	11	-4	1	2	-6	94	7	-1.5	1	6
COC(=O)C1=C(c2cccc(Cl)c2)C[C@@H]2CC[C@H]1N2C(=O)NCC1CC1	0	-2	1	7	6	95	10	-0.4	-1	4
CCOC(=O)[C@]12Cc3ccccc3[C@H]1N(C(C)C)C(=O)c1cc(OC)ccc12	x	-8	-4	13	10	98	x	x	x	x

Assay outcomes deposited in PubChem by several laboratories.
